# MBD2 DNA inh: inhibitors of MBD2 binding to methylated DNA, primary screen, biochemical, TR-FRET, DNA-binding domain, human | MBD2 binding to methylated oligonucleotide | inhibition, % at 4.4 µM | 0.31% of 370,000 active; in the data active = inhibition above about 13%
# Target sequence (Q9UBB5 whole entry, looked up, the tested form may be a part): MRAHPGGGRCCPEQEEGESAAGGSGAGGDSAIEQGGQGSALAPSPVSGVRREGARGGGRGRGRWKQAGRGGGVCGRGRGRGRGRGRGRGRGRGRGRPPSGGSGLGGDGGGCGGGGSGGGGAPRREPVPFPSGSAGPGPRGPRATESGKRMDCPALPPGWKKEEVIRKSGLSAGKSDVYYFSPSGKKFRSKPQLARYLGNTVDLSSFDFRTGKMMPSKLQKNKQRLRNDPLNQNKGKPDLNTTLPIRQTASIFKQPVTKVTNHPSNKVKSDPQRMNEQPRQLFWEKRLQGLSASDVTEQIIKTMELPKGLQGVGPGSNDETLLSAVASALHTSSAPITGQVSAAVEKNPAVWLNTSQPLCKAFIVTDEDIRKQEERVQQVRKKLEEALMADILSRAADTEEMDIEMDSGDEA
# hgDAF12 agonist: H. glycines DAF-12 receptor agonists, primary screen, cell-based, luminescence, HEK293, GAL4 fusion, UAS-luciferase; activation, % at 6.8 µM; 1.8% of 370,000 active; HEK293 GAL4-hgDAF12 UAS-luciferase reporter, agonist luminescence; normalized to butyrate control;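 active = activation above a cutoff set at the mean of all screened compounds plus 3 SD, cut at about 10% in these data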;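 note: 0% = DMSO wells and 100% = sodium butyrate wells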
# PLC-gamma1 inh: PLC-gamma1 enzyme inhibitors, primary screen, biochemical, fluorescence, purified enzyme. 1-phosphatidylinositol 4,5-bisphosphate phosphodiesterase gamma-1 (Homo sapiens), P19174. fluorogenic substrate. inhibition, % at 12.2 µM. 0.84% of 370,000 active. AID 720700, 2013; in the data active = inhibition above about 9.5%
# NR1D1 modulator: modulators of Rev-erb alpha DNA binding, primary screen, biochemical, FITC-DNA, fluorescence polarization, uHTS. AID 1259318, 2017. 0.79% of 370,000 active. activity, % at 10 µM. Rev-erbα–FITC-DNA binding, 90 min. Nuclear receptor subfamily 1 group D member 1 (Homo sapiens), P20393;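 active = activity above about 14%, limit read from the data; passing the limit was not always enough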;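 note: 0% = DMSO wells with 35 nM protein and 100% = DMSO wells with 750 nM protein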
# DAX1 inh-1: DAX1 (NR0B1) inhibitors, primary screen, cell-based, HEK293, Gal4-DAX1, luciferase luminescence. Nuclear receptor subfamily 0 group B member 1 (Homo sapiens), P51843. HEK293 Gal4-DAX1 luciferase reporter. inhibition, % at 6.75 µM. 0.99% of 340,000 active. AID 504766, 2011;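 active = inhibition above the mean over all tested compounds plus 3 SD, cut at about 4.2% in these data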;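 note: 0% = DAX1-transfected cells with DMSO and 100% = empty-vector control cells with DMSO; inhibition shows as a rise in luminescence from relieved DAX1 repression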
# PLCb3 inh: human PLC-beta3 inhibitors, primary screen, biochemical, fluorescence. 1-phosphatidylinositol 4,5-bisphosphate phosphodiesterase beta-3 (Homo sapiens), Q01970. inhibition, % at 12.2 µM. 0.18% of 370,000 active. AID 720704, 2013. Purified PLC-beta3, fluorogenic substrate; in the data active = inhibition above about 11%;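 note: 0% = median of compound wells on plate and 100% = full blocker control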
# hcDAF12 agonist: H. contortus DAF-12 nuclear receptor activators, primary screen, cell-based, luminescence, HEK293, lit1-tk-luc reporter. HEK293 hcDAF-12 lit1-tk-luc reporter; 0% DMSO, 100% Δ7-dafachronic acid. activation, % at 6.8 µM. 1.4% of 370,000 active. AID 652067, 2013;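 active = activation above the mean of all tested compounds plus 3 SD, cut at about 5.5% in these data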;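 note: 100% = response to 3 µM Δ7-dafachronic acid high control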
# SMARCA2 activ: SMARCA2 (BRM) function activators, primary screen, cell-based, luminescence, high throughput. activation, % at 9.1 µM. MG213 cells, MMTV-luciferase reporter, dexamethasone, overnight. 1% of 370,000 active; in the data active = activation above about 7.8%;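 note: 0% = vehicle wells and 100% = reference activator wells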
# ADAM17 inh: ADAM17 inhibitors, primary screen, biochemical, QFRET. Disintegrin and metalloproteinase domain-containing protein 17 (Homo sapiens), P78536. recombinant ADAM17, EDANS/DABCYL FRET peptide cleavage. inhibition, % at 6.95 µM. 0.83% of 370,000 active;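 active = inhibition above the mean of compounds lying between control limits plus 3 SD, set per campaign, cut at about 8.5% in these data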;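 note: 0% = DMSO-only wells as the low control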
# Target sequence (P78536 215-824 limits assumed): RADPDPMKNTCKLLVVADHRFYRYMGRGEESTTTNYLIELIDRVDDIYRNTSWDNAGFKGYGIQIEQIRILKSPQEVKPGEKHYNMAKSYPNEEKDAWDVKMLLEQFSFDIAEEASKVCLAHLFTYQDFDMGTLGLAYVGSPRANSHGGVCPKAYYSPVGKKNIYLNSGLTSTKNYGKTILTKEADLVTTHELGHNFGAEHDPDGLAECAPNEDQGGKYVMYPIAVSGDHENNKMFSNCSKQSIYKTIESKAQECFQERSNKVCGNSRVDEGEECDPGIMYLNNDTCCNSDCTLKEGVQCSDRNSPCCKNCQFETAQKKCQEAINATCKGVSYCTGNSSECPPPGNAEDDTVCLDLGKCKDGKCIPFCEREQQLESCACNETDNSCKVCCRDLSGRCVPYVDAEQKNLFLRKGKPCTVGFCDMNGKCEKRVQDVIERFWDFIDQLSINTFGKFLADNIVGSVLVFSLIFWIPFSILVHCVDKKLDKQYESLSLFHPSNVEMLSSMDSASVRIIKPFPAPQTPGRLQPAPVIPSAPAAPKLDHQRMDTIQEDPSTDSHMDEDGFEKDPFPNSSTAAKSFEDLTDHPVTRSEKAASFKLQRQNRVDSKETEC
# ssDAF12 agonist: S. stercoralis DAF-12 nuclear receptor activators, primary screen, cell-based, luminescence, HEK293, GRIP1 co-expression, lit1-tk-luc; HEK293 ssDAF-12/GRIP1 lit1-tk-luc reporter; % of 3 µM dafachronic acid response; activation, % at 6.8 µM; 1% of 370,000 active;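 active = activation above the mean over all tested compounds plus 3 SD, cut at about 0.9% in these data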;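 note: 0% = DMSO-only wells and 100% = 3 µM delta7-dafachronic acid wells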
# DAX1 inh-2: DAX1 (NR0B1) inhibitors on StAR promoter, primary screen, cell-based, luminescence, SF-1 (NR5A1), full-length DAX-1. HEK293T StAR-luciferase reporter, SF-1/DAX-1 repression relief. inhibition, % at 6.8 µM. 1.1% of 370,000 active. AID 652010, 2013;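 active = inhibition above the mean over all tested compounds plus 3 SD, cut at about 3.6% in these data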;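 note: 0% = DAX-1 cells with DMSO and 100% = cells lacking DAX-1 with DMSO; higher inhibition means more luminescence from relief of DAX-1 repression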
# * marks the source's active call; other numbers are inactive results; i = inactive; . = no result given; & = joins results of further samples.
compound	MBD2 DNA inh	hgDAF12 agonist	PLC-gamma1 inh	NR1D1 modulator	DAX1 inh-1	PLCb3 inh	hcDAF12 agonist	SMARCA2 activ	ADAM17 inh	ssDAF12 agonist	DAX1 inh-2
O=C(NCCCN1CCOCC1)c1ccccc1-c1ccccc1	-2	-0.3	0	-1	1.5	1	-0.5	-4	-3	-0.9	-0.3
CC(=O)c1c(C)[nH]c(C(=O)N2CCCC(C)C2)c1C (stereo not given)	3	0.3	1	-6	1.9	0	-1.6	-2	1	-0.7	0.4
COc1ccc(C(=O)N(CC2CCCO2)C(C(=O)NC2CCCC2)c2ccc(Cl)cc2)cc1OC (stereo not given)	-2	-1.2	-2	8	0.1	0	-2.0	-1	-1	-1.2	-1.4
COc1ccc(CCNC(=O)c2ccc(CS(=O)(=O)Cc3ccc(C)cc3)o2)cc1OC	-2	2.4	-2	1	-1.1	1	-1.7	-3	-2	-0.8	-1.7
COc1cccc(-c2sc3ccc(OC)cc3c2-c2ccc(OCCN(C)C)cc2)c1	0	-0.1	-13	0	0.1	-12	-1.6	-2	2	-0.3	-0.1
O=C(O)c1ccc(F)c(S(=O)(=O)Nc2ccccc2Cl)c1	-1	-1.0	0	-4	-0.5	2	-1.6	1	-2	-1.3	0.2
O=C(Nc1nnc(C2CC2)s1)c1cc(S(=O)(=O)N2CCN(c3ccccc3)CC2)ccc1Cl	1	1.1	0	1	0.5	-1	-0.1	1	-5	-1.2	-0.2
Cc1ccc(C)c(Cn2nc(-c3ccccc3)ccc2=O)c1	-3	-0.1	1	1	-2.2	-4	-1.8	0	2	-1.5	-0.3
O=C(C[C@H]1C=C[C@@H](NC(=O)Cc2cccnc2)[C@@H](CO)O1)NCc1ccc2c(c1)OCO2	-7	0.2	0	-2	.	4	-1.9	-1	-1	-0.8	0.3
CCCCCC(=O)Nc1ccc2ccccc2c1	4	8.5	-3	5	1.5	-2	5.2	7	-2	-1.1	1.0
Cc1cc(OCC(=O)NCc2ccncc2)c2c(C)cc(=O)oc2c1	-2	-1.2	-129	0	0.0	-186	-0.9	-2	-85	-0.8	-0.1
c1ccc2nc(N3CCCC3)c(N3CCCCC3)nc2c1	1	0.5	-21	4	1.1	-28	0.0	-2	-13	-1.5	1.1
CCOc1ncccc1C(=O)Nc1cccc(-c2nnc3n2CCCCC3)c1	-4	-2.6	1	-5	-0.9	3	-1.8	0	1	-1.9	-1.5
CCCCC(=O)Nc1ccc(C(=O)Nc2cc(C(F)(F)F)ccc2Cl)cc1	-3	-1.7	2	1	-1.6	1	-1.9	0	3	-2.1	-0.9
Cc1c(C(=O)N(Cc2ccccc2)Cc2cccnc2)cnn1-c1ccc(F)cc1	-2	0.1	2	2	1.0	-6	2.3	-2	3	-0.9	0.4
Cc1ccc(Cn2cc(CN3CC(N4CCN(CCO)CC4)CS3(=O)=O)nn2)cc1 (stereo not given)	8	-1.6	0	-6	.	-1	1.1	-1	-6	-1.6	4.2*
C[C@@H]1CN([C@@H](C)CO)S(=O)(=O)c2ccc(-c3ccccc3)cc2O[C@@H]1CN(C)Cc1ccccc1C(=O)O	-4	2.7	-1	2	1.0	0	-0.3	-1	-3	-0.4	1.3
C/C(=N\NC(=O)Cc1cccc2ccccc12)c1ccncc1	-3	-2.3	0	2	-1.0	3	-0.7	7	5	-1.8	-0.5
CCc1nn(C(C)C(=O)NCc2cccc(Cl)c2)c(=O)c2cc3occc3n12 (stereo not given)	2	-1.4	-17	6	0.1	-30	0.2	-3	0	-1.4	-0.1
CCc1ccc(OCc2nnc(NC(=O)c3cccs3)s2)cc1	-4	0.5	-2	-1	-0.5	-2	0.1	0	-2	-1.1	-0.1
COc1cc(Cl)ccc1NC(=S)N(CCN1CCOCC1)C1CCN(C(C)=O)CC1	1	2.2	11*	7	-1.6	10	0.1	-4	1	-0.9	0.3
O=C1SC(SC(=Nc2ccccc2)Nc2ccccc2)C(=O)N1c1ccccc1 (stereo not given)	-3	13*	0	1	3.3&3.0	14*	2.7	-1	7	0.4	5.9*
Cc1ccc(C(=O)/C=C/Nc2ccc3c(c2)OCO3)cc1	-4	2.2	-54	-6	1.0	-64	0.6	3	-4	1.6*	1.2
CCCc1nnc(SCC(=O)Nc2nc(C)cs2)n1CCOC	-5	1.8	1	8	0.2	1	0.3	3	-3	-0.5	0.3
COc1ccc2sc(SCCCS(=O)(=O)O)[n+](CCCS(=O)(=O)[O-])c2c1	3	-0.9	1	2	0.8	-1	-0.1	0	-3	-0.6	0.3
O=C(CCl)NC(Cc1ccccc1)C(=O)OCC(=O)c1ccc(-c2ccccc2)cc1 (stereo not given)	-3	-1.5	-2	3	-1.3	-1	-0.5	0	0	-0.7	-2.2
Cc1cc(C(=O)OCC(=O)Nc2cc(S(=O)(=O)N3CCOCC3)ccc2Cl)c(C)o1	2	0.1	-1	6	-1.1	1	-1.0	-1	0	-1.7	1.0
Nc1cc(=O)[nH]c(=O)n1CCc1ccccc1	-1	0.7	-1	2	1.7	-1	3.6	-2	-7	-1.1	-0.3
Cc1nc2ccccc2n1CC(O)COc1ccc(Br)cc1 (stereo not given)	-3	-2.8	1	5	-2.1	0	-2.9	-3	1	-1.8	-2.4
O=C(CN1CCN(Cc2ccccc2Cl)C1=O)NC1CCCCCC1	4	0.3	1	.	1.8	1	0.8	2	2	-1.3	0.5
COc1ccc(N(C(=O)Cn2nnc3ccccc32)C2(C(=O)NC3CCCC3)CCCCC2)cc1	0	1.3	-2	-2	0.3	1	-2.8	-1	-4	-1.1	-0.9
CC(C)(C)n1nnnc1C(c1cccnc1)N1CCN(c2cccc(C(F)(F)F)c2)CC1 (stereo not given)	0	-2.0	3	-2	-1.4	2	-1.2	-3	1	-1.0	0.8
O=C1CN(C(=O)/C=C/c2ccccc2F)c2ccccc2N1	3	1.6	0	-8	1.0	1	0.3	2	-1	-1.4	0.5
C[n+]1cc[nH]c1SCC(=O)c1ccccc1	-1	9.6	-1	-3	0.3	-2	2.8	3	-3	-0.9	2.5
Cc1c(CC(=O)NCCCCCC(=O)O)c(=O)oc2c(C)c3oc4c(c3cc12)CCCC4	1	-4.3	i	-6	0.7	i	2.2	-3	i	-1.1	0.7
Cc1cc2ncc(S(=O)(=O)C(C)(C)C)c(N)n2n1	-5	1.2	-1	0	0.6	-4	2.6	-4	1	-0.8	0.6
COc1cccc(CNC(=O)[C@H](CCSC)NC(=O)N2CCn3c2nc2ccccc23)c1	0	-2.9	5	-2	-0.6	-8	-3.2	1	-6	-1.9	-1.4
O=C(COC(=O)c1ccccc1C(=O)N1CCN(c2ccccc2)CC1)NCc1ccccc1	2	2.3	3	5	-0.7	-7	-0.6	2	-1	-1.3	-0.3
Cc1ccc(OCC(=O)Nc2ccccc2C(=O)NC2CC2)cc1	0	2.9	3	-5	-0.1	-5	-2.1	-2	-4	-0.4	1.3
CC(C)NC(=O)c1c2c(nc3ccccc13)CCCC2	-4	3.3	4	4	1.7	3	2.2	1	0	-0.4	0.6
COc1ccc(C(O)(c2ccccc2)C(C(=O)O)c2ccccc2)cc1 (stereo not given)	0	-0.5	-5	-4	0.7	-5	2.1	-1	-2	-0.6	1.5
O=C(CN1C(=O)S/C(=C\c2ccccc2F)C1=O)NC1C=CS(=O)(=O)C1 (stereo not given)	2	1.4	-5	-1	-0.1	-4	-2.4	-1	-4	-1.2	-0.1
Cc1ccccc1OCC(=O)NC(=S)Nc1ccc(N2CCCC2)cc1	-2	0.1	1	0	0.4	0	0.0	-4	1	-1.0	1.1
Cn1c(Nc2ccc(F)cc2)nc2ccccc21	2	0.5	1	5	0.3	-2	-0.9	-2	1	-0.2	-0.5
CC(CN1CCOCC1)OC(=O)c1ccc2c(c1)OCCO2 (stereo not given)	2	11*	7	2	1.6	0	4.2	4	-2	-0.2	1.0
COc1ccc(/C=N/NC(=O)c2ccc(NS(=O)(=O)c3cccs3)cc2)cc1	2	7.5	-3	-4	0.1	-17	0.4	6	2	0.5	0.3
Cc1csc(NC(=O)c2ccc(Br)s2)n1	-1	17*	-13	9	0.7	-24	3.4	1	1	0.3	0.1
COc1ccc(C(=O)C2CCCN(C(=O)c3ccc4cc[nH]c4c3)C2)c(C)c1 (stereo not given)	2	-0.1	1	-2	0.9	-7	-0.7	4	-1	-0.8	-0.2
COc1ccc(N2CCN(S(=O)(=O)c3cc(-c4cc(C)no4)ccc3C(C)C)CC2)cc1	3	-0.5	0	7	-0.4	-13	-2.3	-2	-1	-1.9	-1.0
CCOC(=O)c1sc(NC(=O)c2ccncc2)c(C#N)c1C	0	-1.5	0	-2	-1.9	-2	-1.3	-2	-3	-1.1	-0.6
O=C1N[C@@H](Cc2c[nH]c3ccccc23)COC(=O)[C@H](Cc2ccc(F)cc2)C/C=C\C[C@@H]1CC(=O)N(CCO)Cc1ccccc1	4	-0.9	0	-5	-0.5	0	-0.8	0	4	-1.7	0.3
CC(=O)Nc1ccc(S(=O)(=O)c2cc(O)ccc2O)cc1	0	-2.1	0	0	1.1	-5	0.5	2	-1	-1.2	-0.1
CCOc1ccccc1NC(=O)COC(=O)c1nc2nccc(C)n2n1	-4	-1.4	-1	0	0.9	2	-0.7	-3	-6	-0.3	-0.6
COc1ccc(/C=C/C(=O)OCC(=O)c2ccc[nH]2)cc1	-4	3.7	-3	-3	1.1	-5	-1.4	-1	-6	-0.6	-0.1
COc1ccc(C(=O)OCCCN(C)C)cc1OC	3	-1.3	3	-1	0.1	-3	0.2	-3	1	-1.0	0.4
COCc1cn(-c2nc3ccccc3s2)nn1	0	7.5	1	-2	.	1	3.2	5	0	-0.2	3.0
Cc1ccc(S(=O)(=O)N2CCN(C(=O)c3ccc(COc4ccccc4)o3)CC2)cc1	1	2.6	-2	0	1.1	1	-0.8	-1	-1	0.0	0.4

# Source: PubChem BioAssay
